Bioassay records: PubChem, several laboratories
XIAP displacement: XIAP antagonists, biochemical, IAP family, fluorescence polarization (AID 1018); E3 ubiquitin-protein ligase XIAP (Homo sapiens); XIAP BIR domain, fluorescence polarization peptide displacement; higher % means a stronger effect; one-dose displacement, % at 20 µM; IC50 in µM for titrated hits; hit rate 0.007% among 200,000; in the data active means displacement above about 50%; further: a part of the inactive calls stands beside numbers as strong as those of hits
WT yeast gro inh: growth inhibition of WT strain, primary screen, mitochondrial fusion inhibitor project, WT and mutant strains, chemical genetic; mitochondrial fusion phenotypic screen; inhibition, % at 10 µM; hit rate 2.1% among 190,000; AID 1362, 2008; in the data active means inhibition above about 58%; tested in S. cerevisiae
PhoP inhibition: inhibitors of PhoP regulon expression, primary screen, Salmonella Typhimurium, GFP reporter (AID 1863) | S. Typhimurium PhoP-regulated promoter GFP reporter, 4 h; higher % means a stronger effect | hit rate 0.16% among 300,000 | one-dose inhibition, % at 50 µM; IC50 in µM for titrated hits;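 active means inhibition over 29.93%, a cutoff 3 SD above the screen mean, later confirmed by dose response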;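 further: 0% = low Mg2+ inducing control and 100% = high Mg2+ repressing control; strong numbers were not always called active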
SIAH1 antagonists: Siah-1 peptide-binding antagonists, primary screen, biochemical, fluorescence polarization, rhodamine-plectin, uHTS (AID 1817); hit rate 0.02% among 290,000; E3 ubiquitin-protein ligase SIAH1 (Homo sapiens); Siah-1 / rhodamine-plectin peptide fluorescence polarization; higher % means a stronger effect; one-dose displacement, % at 20 µM; IC50 in µM for titrated hits;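 active means displacement of at least 50% at 20 µM, with a fluorescence ratio check between 0.3 and a set limit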;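 further: plate controls were Siah plus tracer with DMSO for no effect and tracer alone without Siah for full effect; strong numbers were not always called active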
TNAP activation fold: human TNAP enzyme activators, primary screen, biochemical, luminescent, no phosphate acceptor, uHTS (AID 1001). purified TNAP, luminescent activation assay, no phosphate acceptor; higher activation fold means a stronger effect. hit rate 0.03% among 200,000. Alkaline phosphatase, tissue-nonspecific isozyme (Homo sapiens). one-dose activation fold at 20 µM; EC50 in µM for titrated hits; in the data active means activation fold from about 3, or a potency from the dose series; inactive means the rest, 99 in 100 with activation fold below about 1.6; further: many of its hits are not listed in these tables
Myeloid diff MLP: induction of myeloid progenitor differentiation, primary screen, cell-based, flow cytometry, MLPCN library | ER-HoxA9 myeloid progenitors, lysozyme-GFP differentiation | calls only at 10 µM | hit rate 1% among 360,000 | AID 624256, 2012;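 active means normalized GFP-positive differentiation at or above the plate's own cutoff, the solvent-only control mean plus 3 SD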;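 further: cells exposed to compound for four days before flow analysis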
PMI inhibition: human PMI inhibitors, high substrate, primary screen, biochemical, fluorescence intensity, high mannose 6-phosphate (AID 1220) | Mannose-6-phosphate isomerase (Homo sapiens) | recombinant PMI enzyme, coupled fluorescence intensity; higher % means a stronger effect | one-dose inhibition, % at 20 µM; IC50 in µM for titrated hits | hit rate 0.66% among 190,000
PMI inhibitors: inhibitors of human PMI, primary screen, biochemical, fluorescence intensity, coupled assay (AID 1209); purified PMI enzyme, coupled fluorescence intensity; higher % means a stronger effect; inhibition, % at 20 µM; hits with a dose series show IC50 in µM; hit rate 0.42% among 190,000;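 further: plate controls were DMSO vehicle for no effect and wells lacking substrate for full effect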
RSV antiviral HEp-2: RSV antiviral activity via CPE protection, HEp-2 cells, primary 10 µM value included (AID 2391). HEp-2 cells, RSV-induced CPE inhibition; higher % means a stronger effect. CPE inhibition, % at 10 µM; hits with a dose series show IC50 in µM. hit rate 0.13% among 310,000; in the data active means a potency from the dose series; further: strong numbers were not always called active
WT yeast gro inh mutant strain: recorded beside WT yeast gro inh, whose call it bears; inhibition, %; mitochondrial fusion phenotypic screen, mutant strain inhibition
Myeloid diff MLP GFP+ MAC1+ %: further read-out of Myeloid diff MLP, marked with its call; GFP+ MAC1+ double positive, %; measured here: differentiation confirmed by MAC1 staining
The depositor's hits bear a star; & = joins results of further samples. Unless noted, no stated cut-off is given here; in the data, active means inhibition above about 50%; inactive means the rest. Not a hit list. Share with any hit: about 3.1%.

`OC1(c2ccccc2)CCN(Cc2ccccc2)CC1` gave XIAP displacement -3.5%, WT yeast gro inh 15, PhoP inhibition 5%, SIAH1 antagonists 5%, TNAP activation fold 1.1, Myeloid diff MLP inactive, PMI inhibition -4%, PMI inhibitors 57%*, RSV antiviral HEp-2 0.3%, WT yeast gro inh mutant strain 19 and Myeloid diff MLP GFP+ MAC1+ % 0.8.
For NC(=O)c1ccc(N=Nc2c(-c3ccccc3)[nH]n(-c3ccccc3)c2=O)cc1 the results were XIAP displacement -6.1%, WT yeast gro inh 10, PhoP inhibition 7%, SIAH1 antagonists 36%, TNAP activation fold 1.1, PMI inhibition -5%, PMI inhibitors -3%, RSV antiviral HEp-2 13% and WT yeast gro inh mutant strain 2.
For S=C(Nc1cc(Cl)ccc1Oc1ccccc1)N1CCN(c2ccccn2)CC1 the results were PhoP inhibition 4%, SIAH1 antagonists 4%, Myeloid diff MLP inactive, RSV antiviral HEp-2 1.6% and Myeloid diff MLP GFP+ MAC1+ % 0.3.
For O=C(NCCc1csc(-c2ccccc2)n1)c1cccs1 the results were XIAP displacement -1.2%, WT yeast gro inh 7, PhoP inhibition 10%, SIAH1 antagonists -3%, TNAP activation fold 1.1, Myeloid diff MLP inactive, PMI inhibition 0%, PMI inhibitors 4%, RSV antiviral HEp-2 0.3%, WT yeast gro inh mutant strain 2 and Myeloid diff MLP GFP+ MAC1+ % 2.7.
Screening O=C(NCCCN1CCOCC1)c1coc2ccccc2c1=O returned XIAP displacement -2.2%, WT yeast gro inh -9, PhoP inhibition 5%, SIAH1 antagonists 5%, TNAP activation fold 1.1, Myeloid diff MLP inactive, PMI inhibition -8%, PMI inhibitors -6%, RSV antiviral HEp-2 -0.3%, WT yeast gro inh mutant strain -15 and Myeloid diff MLP GFP+ MAC1+ % 0.8.
`COCCn1c(SCC(=O)Nc2ccc(NC(C)=O)cc2)nc2ccccc2c1=O` gave PhoP inhibition -3%, SIAH1 antagonists 3%, Myeloid diff MLP inactive, RSV antiviral HEp-2 -0.8% and Myeloid diff MLP GFP+ MAC1+ % 0.9.
`COc1ccc(OC)c(CCNC(=O)C(=O)Nc2ccc3nc4n(c(=O)c3c2)CCCCC4)c1` gave PhoP inhibition -13%, SIAH1 antagonists -9%, Myeloid diff MLP inactive, RSV antiviral HEp-2 3.7% and Myeloid diff MLP GFP+ MAC1+ % 0.6.
`CCS(=O)(=O)n1nc(C(=O)N2CCOCC2)nc1N` gave XIAP displacement -17%, WT yeast gro inh -1, PhoP inhibition 3%, SIAH1 antagonists 4%, TNAP activation fold 1, Myeloid diff MLP inactive, PMI inhibition 9%, PMI inhibitors 11%, RSV antiviral HEp-2 -0.1%, WT yeast gro inh mutant strain 6 and Myeloid diff MLP GFP+ MAC1+ % 0.0.
`CCS(=O)(=O)N1CCN(Cc2ccncc2)CC1` gave XIAP displacement -1.0%, WT yeast gro inh -5, PhoP inhibition 4%, SIAH1 antagonists 4%, TNAP activation fold 1, Myeloid diff MLP inactive, PMI inhibition 3%, PMI inhibitors 0%, RSV antiviral HEp-2 0.0%, WT yeast gro inh mutant strain -21 and Myeloid diff MLP GFP+ MAC1+ % 5.2.
CC(=O)N=c1sc(S(N)(=O)=O)nn1C was read as XIAP displacement -8.3%, WT yeast gro inh 13, PhoP inhibition 4%&-1%, SIAH1 antagonists -7%, TNAP activation fold 1.1, Myeloid diff MLP inactive, PMI inhibition -12%, PMI inhibitors -13%, RSV antiviral HEp-2 -1.5%, WT yeast gro inh mutant strain -8 and Myeloid diff MLP GFP+ MAC1+ % 3.4.
For COc1ccc(Cl)cc1C(=O)Nc1ccc(CN2CCCCC2)cc1 the results were XIAP displacement -1.6%, WT yeast gro inh -8, PhoP inhibition -5%, SIAH1 antagonists 1%, TNAP activation fold 1, Myeloid diff MLP inactive, PMI inhibition 7%, PMI inhibitors 3%, RSV antiviral HEp-2 -1.5%, WT yeast gro inh mutant strain 32 and Myeloid diff MLP GFP+ MAC1+ % 0.2.
`COC(=O)c1[nH]c2cccc(C)c2c1NC(=O)CN1CCN(c2ccccc2OC)CC1` gave XIAP displacement -4.5%, WT yeast gro inh 1, PhoP inhibition 5%, SIAH1 antagonists -5%, TNAP activation fold 1, Myeloid diff MLP inactive, PMI inhibition 9%, PMI inhibitors 0%, RSV antiviral HEp-2 3.2%, WT yeast gro inh mutant strain 27 and Myeloid diff MLP GFP+ MAC1+ % 1.6.
O=C(NCCN1CCOC1=O)C1CCC(=O)N(CCc2ccc(Cl)cc2)C1 (stereo unspecified) was read as PhoP inhibition 11%, SIAH1 antagonists 10%, Myeloid diff MLP inactive, RSV antiviral HEp-2 0.0% and Myeloid diff MLP GFP+ MAC1+ % 5.0.
`Cc1cc(C)n(CC(O)Cn2c3ccc(Br)cc3c3cc(Br)ccc32)c(=O)n1` (stereo unspecified) gave XIAP displacement -8.2%, WT yeast gro inh 91*, PhoP inhibition -9%, SIAH1 antagonists 0%, TNAP activation fold 1, PMI inhibition 0%, PMI inhibitors 0%, RSV antiviral HEp-2 12% and WT yeast gro inh mutant strain 5.4*.
CCOC(=O)c1cc(CC)sc1NC(=O)c1cc(OC)c(OC)c(OC)c1 was read as XIAP displacement -1.8%, WT yeast gro inh -3, PhoP inhibition -8%, SIAH1 antagonists 4%, TNAP activation fold 1.2, Myeloid diff MLP inactive, PMI inhibition 18%, PMI inhibitors 21%, RSV antiviral HEp-2 4.1%, WT yeast gro inh mutant strain -10 and Myeloid diff MLP GFP+ MAC1+ % 1.0.

2 neighbouring compounds from above, quoted:
`Cc1cc(C)n(CC(O)Cn2c3ccc(Br)cc3c3cc(Br)ccc32)c(=O)n1` (stereo unspecified) gave XIAP displacement -8.2%, WT yeast gro inh 91*, PhoP inhibition -9%, SIAH1 antagonists 0%, TNAP activation fold 1, PMI inhibition 0%, PMI inhibitors 0%, RSV antiviral HEp-2 12% and WT yeast gro inh mutant strain 5.4*.
CCOC(=O)c1cc(CC)sc1NC(=O)c1cc(OC)c(OC)c(OC)c1 was read as XIAP displacement -1.8%, WT yeast gro inh -3, PhoP inhibition -8%, SIAH1 antagonists 4%, TNAP activation fold 1.2, Myeloid diff MLP inactive, PMI inhibition 18%, PMI inhibitors 21%, RSV antiviral HEp-2 4.1%, WT yeast gro inh mutant strain -10 and Myeloid diff MLP GFP+ MAC1+ % 1.0.

Other entries follow.
Screening CCCC(CCC)C(=O)Nc1ccncc1 returned XIAP displacement 1.2%, WT yeast gro inh 9, PhoP inhibition 21%, SIAH1 antagonists -3%, TNAP activation fold 1.1, Myeloid diff MLP inactive, PMI inhibition -1%, PMI inhibitors 0%, RSV antiviral HEp-2 0.9%, WT yeast gro inh mutant strain 12 and Myeloid diff MLP GFP+ MAC1+ % 1.4.
COCCNC(=O)c1cccc(OC2CCN(Cc3ccc(F)cc3OC)CC2)c1 was read as PhoP inhibition -2%, SIAH1 antagonists 7%, Myeloid diff MLP inactive, RSV antiviral HEp-2 -1.5% and Myeloid diff MLP GFP+ MAC1+ % 0.7.
For CC(/C=N/NC(=O)c1ccco1)=C\c1ccccc1 the results were XIAP displacement -6.6%, WT yeast gro inh 2, PhoP inhibition 5%, SIAH1 antagonists 1%, TNAP activation fold 1.1, Myeloid diff MLP inactive, PMI inhibition 9%, PMI inhibitors 6%, RSV antiviral HEp-2 -0.6%, WT yeast gro inh mutant strain -36 and Myeloid diff MLP GFP+ MAC1+ % 0.4.
For O=C(O)CCc1ccc(-c2ccc(Br)cc2)n1CC(=O)O the results were XIAP displacement -9.8%, WT yeast gro inh 18, PhoP inhibition 7%, SIAH1 antagonists 3%, TNAP activation fold 1.1, Myeloid diff MLP inactive, PMI inhibition -5%, PMI inhibitors 0%, RSV antiviral HEp-2 8.5%, WT yeast gro inh mutant strain 6 and Myeloid diff MLP GFP+ MAC1+ % 5.5.
For COc1ccccc1NC(=O)c1ccc(NC(=O)CSc2ncccn2)cc1 the results were XIAP displacement -4.6%, WT yeast gro inh -16, PhoP inhibition 8%, SIAH1 antagonists -3%, TNAP activation fold 1, Myeloid diff MLP inactive, PMI inhibition 7%, PMI inhibitors -1%, RSV antiviral HEp-2 1.0%, WT yeast gro inh mutant strain -1 and Myeloid diff MLP GFP+ MAC1+ % 0.0.
Screening O=C(COC(=O)c1ccc2ncsc2c1)NC(=O)NCc1ccccc1 returned XIAP displacement -0.6%, WT yeast gro inh -8, PhoP inhibition 1%, SIAH1 antagonists -8%, TNAP activation fold 1.1, Myeloid diff MLP inactive, PMI inhibition -1%, PMI inhibitors 10%, RSV antiviral HEp-2 2.4%, WT yeast gro inh mutant strain 6 and Myeloid diff MLP GFP+ MAC1+ % 0.8.
Screening COc1ccccc1CNC(=O)CS(=O)Cc1nc(-c2ccc(OC)c(OC)c2)oc1C (stereo unspecified) returned PhoP inhibition -9%, SIAH1 antagonists 1%, Myeloid diff MLP inactive, RSV antiviral HEp-2 1.2% and Myeloid diff MLP GFP+ MAC1+ % 1.9.
Screening COc1ccc(OC)c(-c2cn(S(=O)(=O)c3ccccc3)nc2N)c1 returned XIAP displacement -5.1%, WT yeast gro inh -53, PhoP inhibition -7%, SIAH1 antagonists -4%, TNAP activation fold 1.2, Myeloid diff MLP inactive, PMI inhibition 8%, PMI inhibitors 13%, RSV antiviral HEp-2 1.1%, WT yeast gro inh mutant strain -47 and Myeloid diff MLP GFP+ MAC1+ % 5.5.
Screening NC1=NC[C@@H](Cc2ccc(O)cc2)N1CC1CCCCC1 returned PhoP inhibition 0%, SIAH1 antagonists 3%, Myeloid diff MLP inactive, RSV antiviral HEp-2 -0.3% and Myeloid diff MLP GFP+ MAC1+ % 0.6.
`COc1ccccc1C(=O)NNC(=O)CCC(=O)NCc1ccccc1` gave PhoP inhibition -3%, SIAH1 antagonists 9%, Myeloid diff MLP inactive, RSV antiviral HEp-2 1.7% and Myeloid diff MLP GFP+ MAC1+ % 0.3.
`COc1ccc(C/C(C)=N/NC(=O)c2ccc(Cl)cc2)cc1` gave XIAP displacement -5.4%, WT yeast gro inh 9, PhoP inhibition -1%, SIAH1 antagonists -2%, TNAP activation fold 1.4, Myeloid diff MLP inactive, PMI inhibition -10%, PMI inhibitors -16%, RSV antiviral HEp-2 8.7%, WT yeast gro inh mutant strain -14 and Myeloid diff MLP GFP+ MAC1+ % 0.6.
Cc1ccc(NC(=O)CCC(=O)NNC(=O)NC2CCCCC2)c(C)c1 was read as XIAP displacement -2.3%, WT yeast gro inh 10, PhoP inhibition 1%, SIAH1 antagonists 1%, TNAP activation fold 1, Myeloid diff MLP inactive, PMI inhibition -4%, PMI inhibitors 1%, RSV antiviral HEp-2 1.8%, WT yeast gro inh mutant strain 0 and Myeloid diff MLP GFP+ MAC1+ % 0.5.
For COc1ccccc1CC(=O)N(CCC#N)CCC#N the results were XIAP displacement -5.5%, WT yeast gro inh 0, PhoP inhibition 2%, SIAH1 antagonists 8%, TNAP activation fold 1.1, Myeloid diff MLP inactive, PMI inhibition -8%, PMI inhibitors -8%, RSV antiviral HEp-2 1.4%, WT yeast gro inh mutant strain 1 and Myeloid diff MLP GFP+ MAC1+ % 0.8.
